ASAP1 GAP inh: inhibitors of human ASAP1 ArfGAP activity | Q9ULH1 | ASAP1-stimulated ARF1 GTP hydrolysis, GDP FP detection | inhibition, % at 16.5 µM | hit rate 0.19% among 360,000 | AID 624377; in the data active means inhibition above about 25%;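 further: 0% = vehicle with enzyme and substrate and 100% = no enzyme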
GC-A act: GC-A (human) enzyme activation; hit rate 0.14% among 370,000; AID 1671463; activation, % at 10 µM; HEK293 GC-A cells, cGMP TR-FRET, EC30 ANP; 0% at EC30 ANP, 100% saturating ANP; in the data active means activation above about 40%
Target sequence (P16066 whole entry, looked up): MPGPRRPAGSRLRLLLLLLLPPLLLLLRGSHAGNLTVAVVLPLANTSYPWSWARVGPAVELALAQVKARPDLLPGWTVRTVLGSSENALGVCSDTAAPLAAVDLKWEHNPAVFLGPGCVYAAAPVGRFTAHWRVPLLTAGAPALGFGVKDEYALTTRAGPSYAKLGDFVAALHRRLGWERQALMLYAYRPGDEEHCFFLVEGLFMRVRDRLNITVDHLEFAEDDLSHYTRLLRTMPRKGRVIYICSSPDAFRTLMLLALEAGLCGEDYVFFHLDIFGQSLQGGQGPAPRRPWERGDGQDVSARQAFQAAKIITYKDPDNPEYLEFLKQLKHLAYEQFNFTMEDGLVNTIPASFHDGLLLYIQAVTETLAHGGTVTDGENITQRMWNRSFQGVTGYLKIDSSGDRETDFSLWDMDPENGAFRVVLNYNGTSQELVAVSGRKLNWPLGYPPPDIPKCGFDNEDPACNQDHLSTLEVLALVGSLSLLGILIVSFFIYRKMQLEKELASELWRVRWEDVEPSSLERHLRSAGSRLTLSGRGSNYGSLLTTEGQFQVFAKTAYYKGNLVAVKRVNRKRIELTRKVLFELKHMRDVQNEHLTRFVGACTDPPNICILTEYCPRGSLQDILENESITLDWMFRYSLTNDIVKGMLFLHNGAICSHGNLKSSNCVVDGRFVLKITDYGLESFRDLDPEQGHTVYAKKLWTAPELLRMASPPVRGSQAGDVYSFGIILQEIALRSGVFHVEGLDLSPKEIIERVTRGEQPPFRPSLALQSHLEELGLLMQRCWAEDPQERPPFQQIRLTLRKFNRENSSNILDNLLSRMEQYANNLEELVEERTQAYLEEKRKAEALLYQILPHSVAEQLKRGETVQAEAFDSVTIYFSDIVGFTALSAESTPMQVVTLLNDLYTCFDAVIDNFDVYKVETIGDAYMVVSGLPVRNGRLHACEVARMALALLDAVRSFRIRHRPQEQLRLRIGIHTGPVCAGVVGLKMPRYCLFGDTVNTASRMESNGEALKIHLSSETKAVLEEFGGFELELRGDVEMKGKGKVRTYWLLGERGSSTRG
PG9 binder: binds the HIV-1 gp120 antibody PG9; hit rate 0.43% among 360,000; TR-FRET gp120-PG9 antibody binding; inhibition, % at 6.7 µM; in the data active means inhibition above about 8.5%
rCAG binder: r(CAG) repeat RNA binding. TO-PRO-1 dye displacement fluorescence. inhibition, % at 3 µM. hit rate 1.3% among 370,000. AID 651821;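 active means inhibition above the plate cutoff, the mean of all test compounds on that plate plus 3 SD, cut at about 35% in these data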;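 further: 0% = DMSO alone and 100% = 100 µM mitoxantrone as full dye displacement; higher means more dye released from RNA so lower well fluorescence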
SMARCA2 activ: SMARCA2 function activation, primary screen. hit rate 1% among 370,000. activation, % at 9.1 µM. MG213 cells, MMTV-luciferase reporter, dexamethasone, overnight; in the data active means activation above about 7.8%;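 further: 0% = vehicle wells and 100% = reference activator wells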
NPR2 activator: GC-B (human) receptor activation | P20594 | HEK293-GC-B cells, CNP EC30, cGMP TR-FRET; 0% at EC30 CNP, 100% saturating CNP | activation, % at 10 µM | hit rate 0.11% among 370,000;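 active means activation at 10 µM reaching about 35% in either raw or pattern-adjusted values, limit read from the data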
NR1D1 modulator: Rev-erb alpha (human) modulation. Rev-erbα–FITC-DNA binding, fluorescence polarization, 90 min. activity, % at 10 µM. P20393. hit rate 0.79% among 370,000;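 active means activity above about 14%, limit read from the data; passing the limit was not always enough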;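 further: 0% = DMSO wells with 35 nM protein and 100% = DMSO wells with 750 nM protein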
ARFGAP1 inhibitor: inhibits rat ARF GTPase activating protein 1; Arfgap1-stimulated ARF1 GTP hydrolysis, GDP FP detection; inhibition, % at 16.5 µM; hit rate 0.26% among 360,000;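 active means inhibition above a per-plate limit, mean inhibition of low control wells plus 3 SD, cut at about 25% in these data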;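 further: 0% = DMSO wells with enzyme and 100% = wells lacking Arfgap1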
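system = rat Arfgap1 catalytic domain, aa 1-136 | technique = FP, GDP Alexa 633 tracer displaced from anti-GDP antibody, 620/688 nm | compound = one concentration, 16.5 µM, DMSO 1.26% | medium = HEPES-based buffer, pH 7.5 | timing = compound-enzyme preincubation 20 min, reaction 120 min, detection 60 min, 25 °C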
HTRA1 inhibitor: inhibitors of human serine peptidase HTRA1. AID 504803. inhibition, % at 5.96 µM. hit rate 0.5% among 340,000. recombinant HTRA1, FP-rhodamine activity-based probe, fluorescence polarization. Q92743; in the data active means inhibition above about 36%;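 further: 0% = enzyme with DMSO and 100% = wells lacking enzyme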
ABHD4 inh: ABHD4 (mouse) inhibition, primary FP screen | AID 720543 | inhibition, % at 8.92 µM | hit rate 0.54% among 370,000 | purified mABHD4, FP-Rh probe fluorescence polarization | Q8VD66;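 active means inhibition exceeding the mean over every tested compound plus 3 SD, cut at about 30% in these data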;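 further: 0% = plate median of compound wells and 100% = S159A mutant with DMSO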
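assay system = mABHD4 protein | compound dosing = single nominal dose of 8.92 µM, 0.89% DMSO final | read-out basis = percent inhibition of probe binding, normalized to plate controls | schedule = Enzyme–compound pre-incubation 45 min, then probe 60 min, both 25 °C | detection = fluorescence polarization, excitation 525 nm, emission 598 nm, BODIPY TMR filters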
Starred values were filed as active, the others as inactive; . = not tested or not shown.

SMILES	ASAP1 GAP inh	GC-A act	PG9 binder	rCAG binder	SMARCA2 activ	NPR2 activator	NR1D1 modulator	ARFGAP1 inhibitor	HTRA1 inhibitor	ABHD4 inh
CCCCN1CCN(C(=O)C2CCCN(C(=O)c3ccc4c(c3)NC(=O)CS4)C2)CC1 (stereo unspecified)	.	6	.	1	2	4	5	.	.	4
COc1ccc(S(=O)(=O)N2CCN(c3ccccn3)CC2)cc1[N+](=O)[O-]	0	-3	0.6	-1	0	-1	5	4	-2	1
O=C(NC1CCCCC1)C1CC(=O)N(Cc2ccccc2)C1 (stereo unspecified)	7	2	-1.6	0	-2	1	-2	-6	1	-2
N=C1C(c2nc(-c3cccc([N+](=O)[O-])c3)cs2)=C(O)CN1NC(=O)c1ccco1	3	15	-2.9	22	2	19	-28	5	2	7
CCOC(=O)C1(C)NC(c2ccc(N(C)C)cc2)C2C(=O)N(c3ccc(OC)cc3)C(=O)C21 (stereo unspecified)	-10	-2	-2.4	-7	2	3	-3	2	2	0
COC(=O)c1cc(Br)c(=O)n(CCc2ccc(O)cc2)c1	2	2	0.2	2	-1	0	-1	-6	5	10
CCOC(=O)c1ccc(Oc2nc(OC)cc(OC)n2)cc1	-8	-4	-1.0	-3	-3	-5	-8	5	1	-2
O=C(CNC(=O)c1ccco1)NCCCc1ccccc1	6	-1	1.9	0	-1	0	1	13	1	-14
O=C(O)c1ccccc1C(=O)NCC(O)COc1ccc(Cl)cc1 (stereo unspecified)	7	2	-1.4	-4	0	1	4	14	-2	-2
NNc1ncnc2c1cnn2-c1ccccc1	-4	-4	-0.8	2	4	-7	9	-1	-2	7
C=CS(=O)c1sc(Cl)c(N2CCOCC2)c1[N+](=O)[O-] (stereo unspecified)	-12	20	-3.2	1	-8	17	-7	-6	.	7
CC1CCCC(NC(=O)c2cn(C)c3ccc(S(=O)(=O)N4CCCC4)cc3c2=O)C1C (stereo unspecified)	5	2	-1.8	-1	2	-8	2	-4	.	2
CCOC(=O)c1cnc2c(C)cc(C)cc2c1Nc1ccc(S(=O)(=O)Nc2ncccn2)cc1	7	-1	-1.2	5	-5	-1	-2	1	0	-11
CC1CCCC(C)N1C(=O)COC(=O)CCC(=O)c1cccs1 (stereo unspecified)	2	1	0.5	2	-2	2	-2	6	-2	60*
Cn1cc(Cl)c(C(=O)NNC(=S)NCc2ccco2)n1	-5	3	2.2	8	-3	2	-2	3	8	13
O=C(C1=C[C@@H](c2ccc(Br)cc2)C[C@@H](OCc2ccc(CO)cc2)O1)N1CCOCC1	-3	-4	-0.7	-4	0	-2	-1	-2	0	8
CC1(C)Cc2c(C#N)c(N3CCN(C(=O)c4ccccc4)CC3)nc(-c3ccco3)c2CS1	-7	0	-1.4	4	0	-3	-3	4	3	5
Brc1ccccc1OCCCN1CCCC1	3	-1	-1.0	1	-1	3	4	5	4	17
CC(=NO)C1CCC2C3CCC4=CC(=NO)CCC4(C)C3C(O)CC12C (stereo unspecified)	10	-4	-0.9	-13	-5	-4	3	-3	-2	-28
CN(C)[C@@H]1CCN(c2ccc3c(c2)O[C@@H]2CCN(C2)S3(=O)=O)C1	.	0	.	3	-1	0	2	.	.	10
C[C@H]1CN([C@@H](C)CO)C(=O)CCCn2nncc2CO[C@H]1CN(C)S(=O)(=O)c1ccc(C#N)cc1	16	5	0.1	2	1	5	5	-8	3	-3
CC(C)N(Cc1nc(-c2ccccc2)no1)C(=O)c1ccc(Br)o1	4	-3	-0.6	-3	3	-4	7	-4	-7	-2
CCC(=O)N(c1nnc(SCC(=O)Nc2ccccc2Cl)s1)C1CC1	4	2	-0.1	0	1	4	4	-2	1	-12
COc1ccc(-c2cc(C(F)(F)F)n3nc(C(=O)NCCN4CCOCC4)cc3n2)cc1	17	6	-0.9	-7	-2	0	1	-2	5	-5
CCOc1ccc(N2C(=O)CC(/C=C3/N(C)c4ccccc4C3(C)C)C2=O)cc1 (stereo unspecified)	3	5	-0.9	15	2	-3	4	2	-2	2

Following part:
SMILES	ASAP1 GAP inh	GC-A act	PG9 binder	rCAG binder	SMARCA2 activ	NPR2 activator	NR1D1 modulator	ARFGAP1 inhibitor	HTRA1 inhibitor	ABHD4 inh
O=C(Nc1ccc2c(c1)OCCO2)C(C1CC1)N1CCN(c2ccc(C(F)(F)F)cn2)CC1 (stereo unspecified)	11	-1	-0.8	2	-5	-2	3	6	.	-14
CN1C(=O)N(CC(=O)Nc2ccc(C(F)(F)F)cc2)C(=O)C12CCCCC2	3	3	0.5	-2	-3	1	0	16	-12	-10
O=[N+]([O-])c1ccc(CN2CCN(c3ccc([N+](=O)[O-])cc3)CC2)cc1	11	0	0.3	2	-6	-3	0	-1	1	6
N#C/C(=C(/O)COc1ccc(Br)cc1)c1nnc2n1CCCCC2	-5	0	0.6	0	-4	7	-2	1	-3	13
Cc1cc(C)nc(NS(=O)(=O)c2ccc(NC(=O)Cc3ccc(F)cc3)cc2)n1	-4	1	-0.8	8	-3	1	-3	5	3	9
Cc1cccc(-c2nnnn2-c2cccc(C)c2)c1	2	-4	-1.6	-2	-2	1	-2	3	-7	-1
CC(=O)c1cc2cccc(OC3(C)CCN(Cc4ccc5ccccc5c4)C3)c2o1 (stereo unspecified)	8	2	-2.3	2	-2	-5	13	-12	.	-5
CCCCC[C@@H](C)N1C[C@@H](COCc2ccccc2)Oc2cc(N3CC[C@@H](O)C3)ccc2S1(=O)=O	2	-6	0.2	4	-2	-5	6	3	.	-10
CC(C)CN(CC(C)C)C(=O)Nc1ccc(F)cc1F	-4	2	1.1	-5	-2	2	3	6	5	-5
O=C(NC1CCN(Cc2ccccc2)CC1)c1ccccc1	-4	-1	-0.2	-1	-1	2	-2	2	-1	2
COc1ccc2c(c1)c1ncn(Cc3ccccn3)c(=O)c1n2C	-8	10	0.8	-1	1	3	3	4	2	-3
COc1cc(C)c(Cl)cc1S(=O)(=O)N(C)C	1	2	1.0	2	2	7	1	9	-3	-18
CC1(C)CC(=O)C(C(=O)C2CCN(S(=O)(=O)c3ccccc3)CC2)C(=O)C1	2	0	0.8	1	-2	-2	-3	-1	-2	1
Cc1ccccc1OCCn1cc(C(=S)N2CCN(C)CC2)c2ccccc21	-1	-10	0.8	-5	-1	-7	4	6	-8	1
COc1ccc(-c2nn(C)c(=O)c3ccccc23)cc1NC(=O)COc1ccccc1	10	13	2.7	9	-7	12	25*	1	-6	-8
CC(C)c1nc2sc3c(SCC(N)=O)ncnc3c2c2c1CCC2	-5	0	-1.9	5	-1	-14	869*	-2	7	1
COc1ccc(S(=O)(=O)N2CCN(C(=O)c3cc4c(s3)CCCC4)CC2)cc1	-10	-1	0.2	1	-4	-4	-2	0	-18	-10
O=C(CCc1nnc(-c2ccccc2)o1)NCC1CCN(C2CCCC2)CC1	-7	1	0.4	-5	2	-5	-4	-1	1	-5
COc1ccc(OC)c(NC(=O)CN2CCC(C(=O)c3ccc(C)cc3)CC2)c1	6	-4	-2.5	6	2	-4	0	-16	-36	-7
c1ccc(Oc2cccc(CN3CCOCC3)c2)cc1	1	1	-0.7	-2	2	-1	1	1	1	-1
CC(=O)Nc1cccc(NC(=O)C2CCCN2C(=O)Nc2cccc(C)c2)c1 (stereo unspecified)	12	-1	-1.1	1	5	2	6	-5	3	0
Cn1c(SCc2ccccc2)nnc1-c1ccc2c(c1)OCO2	11	-11	-0.1	-9	4	-10	1	7	9	0
Cc1ccc(N=C2NC(=O)CS2)cc1C	7	-4	-3.6	0	0	1	-1	2	-3	6
CCOC(=O)NC[C@@]1(C(=O)OC)CC(=O)N(C)[C@@H]1c1ccccc1	.	1	.	-2	-1	-1	1	.	.	-1
COc1ccc(N2CCOCC2)c(NC(=O)c2cccnc2)c1	-3	2	0.4	-8	0	-1	-3	-1	-9	6

New compounds follow:
SMILES	ASAP1 GAP inh	GC-A act	PG9 binder	rCAG binder	SMARCA2 activ	NPR2 activator	NR1D1 modulator	ARFGAP1 inhibitor	HTRA1 inhibitor	ABHD4 inh
CN(C)S(=O)(=O)c1ccc(N2CCCC2)c(C(=O)Nc2nccs2)c1	-26	14	1.1	3	-1	17	5	9	4	7
C/C(=N\NC(=O)c1nnn(-c2nonc2N)c1CN1CCC(C)CC1)c1cccc(Br)c1	-11	0	0.6	3	-5	2	-4	15	1	2
S=c1[nH]nc(CCCc2n[nH]c(=S)o2)o1	4	3	-5.5	2	-2	3	4	6	9	4
COC(=O)[C@H](CCSC)NC(=O)Cn1cnc(C(=O)Nc2ccc(C)c(C)c2)n1	5	7	-0.2	1	2	4	-6	-18	6	-2
O=S1(=O)N=C(N(CCO)/N=C/c2ccc(Br)cc2)c2ccccc21	7	20	-0.6	3	0	34	-25	4	-1	1
CCC(Sc1ncccc1C(=O)OCCN1CCCC1=O)C(=O)NCc1ccco1 (stereo unspecified)	7	5	1.0	-1	-4	4	6	3	3	1
CSc1oc(-c2ccc(F)cc2)nc1S(=O)(=O)c1ccc(F)cc1	-1	-1	0.0	0	1	-2	4	-17	-2	1
Cc1cccc(-c2nc(C)cc(=O)[nH]2)c1	1	-2	-1.0	-2	-4	-2	-2	-2	-4	6
CCN(CC)CC(=O)Nc1ccc([N+](=O)[O-])cc1	5	1	-0.1	-3	0	0	0	10	-8	8
COc1ccccc1N1CCN(C(=O)CCCN2C(=O)c3cccc4cccc(c34)C2=O)CC1	-5	0	-0.9	0	2	2	1	4	-8	-6
NC(=Nc1ccc(Cl)cc1)c1ccccc1	-6	2	0.1	2	-1	-2	3	4	3	1
O=S(=O)(C(=CNc1ccccc1)S(=O)(=O)c1ccccc1)c1ccccc1	0	3	-0.6	0	-3	4	-1	3	-10	-15
COCCSc1ccccc1C(=O)NCC1CCCO1 (stereo unspecified)	2	1	-1.3	1	2	0	2	8	8	7
CC1CCCCC1Nc1nc2ccc(Cl)cc2n2cnnc12 (stereo unspecified)	-11	4	0.5	-1	-2	-2	5	1	-30	-26
CCCCCn1c(=N)c(S(=O)(=O)c2ccc(Br)cc2)cc2c(=O)n3cccc(C)c3nc21	-6	7	-0.8	2	-4	-2	2	6	-2	0
COc1ccc([N+](=O)[O-])cc1NC1CCN(C(=O)c2cccs2)CC1	13	2	1.9	-2	2	-1	-1	-14	-12	-9
O=C(Nc1c(C(=O)NCc2ccco2)cnn1-c1ccccc1)c1cccc(F)c1	5	2	-2.2	8	-3	3	2	16	1	3
CNC(=O)COC(=O)c1cc(SC)ccc1Cl	9	3	-0.3	0	2	0	-8	6	7	-1

Single records (already shown). Values in the order: ASAP1 GAP inh, GC-A act, PG9 binder, rCAG binder, SMARCA2 activ, NPR2 activator, NR1D1 modulator, ARFGAP1 inhibitor, HTRA1 inhibitor, ABHD4 inh
Results for O=S(=O)(C(=CNc1ccccc1)S(=O)(=O)c1ccccc1)c1ccccc1 = 0, 3, -0.6, 0, -3, 4, -1, 3, -10, -15
Results for COc1ccc([N+](=O)[O-])cc1NC1CCN(C(=O)c2cccs2)CC1 = 13, 2, 1.9, -2, 2, -1, -1, -14, -12, -9
Results for COC(=O)[C@H](CCSC)NC(=O)Cn1cnc(C(=O)Nc2ccc(C)c(C)c2)n1 = 5, 7, -0.2, 1, 2, 4, -6, -18, 6, -2
Results for CSc1oc(-c2ccc(F)cc2)nc1S(=O)(=O)c1ccc(F)cc1 = -1, -1, 0.0, 0, 1, -2, 4, -17, -2, 1
Results for C/C(=N\NC(=O)c1nnn(-c2nonc2N)c1CN1CCC(C)CC1)c1cccc(Br)c1 = -11, 0, 0.6, 3, -5, 2, -4, 15, 1, 2

Source: PubChem (several laboratories)
